# Screening data from PubChem.
# RNase H inhibition: RNase H inhibition, HIV 1 Gag Pol polyprotein, FRET biochemical assay, screening (AID 372); HIV-1 RT RNase H, FRET RNA/DNA substrate fluorescence; higher % means a stronger effect; inhibition, % at 10 µM, or IC50 in µM where a hit was titrated; actives 0.77% (n = 100,000); in the data active = inhibition above about 50%
# * = called active by the depositor. These rows are one share of the data; the hit share may differ from the screen's.
Molecule	RNase H inhibition
CC(C)CN1C(=O)c2ccc(Oc3ccc([N+](=O)[O-])cc3)cc2C1=O	10%
Oc1ccccc1C=Nn1c(-c2ccc(Cl)cc2Cl)n[nH]c1=S	29%
COc1ccccc1N/C=C(\C#N)c1nc(-c2cccc(Br)c2)cs1	18%
COCCNC(=O)/C(=C/c1ccco1)c1ccccc1	14%
CCOc1ccccc1C1C(C(=O)OCc2ccc(OC)cc2)=C(C)NC2=C1C(=O)CC(C)(C)C2 (stereo not given)	18%
Cc1ccc(N(CC(=O)N(C)Cc2ccccc2)S(=O)(=O)c2ccc(F)cc2)cc1	14%
O=C(O)c1ccc(N2C(=O)C3C4c5ccccc5C(CO)(c5ccccc54)C3C2=O)cc1 (stereo not given)	0%
COC(=O)C1=C(C)NC2=C(C(=O)CC(c3ccc(Cl)cc3)C2)C1c1ccc([N+](=O)[O-])cc1 (stereo not given)	22%
Cc1ccc(NC(=O)CSCc2ccccc2Cl)cc1	22%
CC(NC(=O)C(C)N1C(=O)c2ccccc2C1=O)c1ccccc1 (stereo not given)	3%

# Looked up by structure from the entries so far, 2 records:
Molecule	RNase H inhibition
CC(C)CN1C(=O)c2ccc(Oc3ccc([N+](=O)[O-])cc3)cc2C1=O	10%
O=C(O)c1ccc(N2C(=O)C3C4c5ccccc5C(CO)(c5ccccc54)C3C2=O)cc1 (stereo not given)	0%

# Reformatted as labelled records: 2 of the compounds above.
COC(=O)C1=C(C)NC2=C(C(=O)CC(c3ccc(Cl)cc3)C2)C1c1ccc([N+](=O)[O-])cc1 (stereo not given)
  RNase H inhibition: 22%

Cc1ccc(NC(=O)CSCc2ccccc2Cl)cc1
  RNase H inhibition: 22%
